# Source: PubChem BioAssay (several laboratories)
# DTT redox prof: compounds producing H2O2 with reducing agent – biochemical, NIH compound library profiling, artefact control for MLSCN library redox annotation, primary screen | actives 0.03% (n = 200,000) | activation, % at 10 µM | DTT-dependent redox cycling H2O2, phenol red/HRP absorbance; 100% = 100 µM peroxide control, 0% = buffer;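 active means activation of at least 50% relative to the plate's high and low controls in the primary single-dose screen; inactive means activation below 50%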;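 further: compound incubated with DTT at 0.8 mM final as the reducing agent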
# PMI act satM6P: human PMI activators, high substrate, primary screen, biochemical, fluorescence intensity, near-saturating mannose 6-phosphate; Mannose-6-phosphate isomerase (Homo sapiens), P34949; coupled PMI enzyme assay, resazurin fluorescence, 20 min; hits give high values; 1 = untreated enzyme, 0 = substrate-free blank; activation factor at 20 µM; actives 0.34% (n = 190,000); AID 1216, 2008;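 active means activation factor of 2 or more at 20 µM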
#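 Material: human phosphomannose isomerase with PGI, G6PDH, diaphorase coupling enzymes / Reagent: Man-6-P substrate 1.0 mM / Dosing: single compound dose of 20 µM, 1% DMSO final / Incubation: enzyme reaction with compound 20 min at room temperature / Signal: resorufin fluorescence (Ex 544/Em 590 nm) from resazurin via diaphorase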
# HMGR II inh: inhibitors of E. faecalis class II HMGR, primary screen, biochemical, Enterococcus faecalis; AID 1066, 2008; actives 0.41% (n = 190,000); purified E. faecalis HMGR, NADPH absorbance 340 nm kinetic; inhibition, % at 10 µM; HMG-CoA reductase (Enterococcus faecalis, mvaE);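 active means inhibition above a set limit, the median over all tested compounds plus 3 SD, cut at about 9.5% in these data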;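 further: enzyme runs in reverse so mevalonate oxidation gives rising NADPH absorbance; 0% = complete reaction with DMSO and 100% = background rate lacking mevalonate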
# Lmaj promast: Leishmania major promastigote growth inhibition, primary screen. Leishmania major promastigotes, resazurin fluorescence viability. inhibition, % at 10 µM. actives 9% (n = 200,000). AID 1063, 2008; in the data active means inhibition above about 50%;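 further: promastigotes grown with compound for 44 hours at 28 °C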
# PMI act: activators of human PMI, primary screen, biochemical, fluorescence intensity, near-Km mannose 6-phosphate; actives 0.005% (n = 190,000); purified human PMI, coupled resazurin fluorescence, 20 min; hits give high values; 1 = vehicle control, 0 substrate-free wells; Mannose-6-phosphate isomerase (Homo sapiens), P34949; AID 1214, 2008; activation factor at 20 µM;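 active means activation factor of 2 or more at 20 µM, relative to plate controls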
# RAM inhibit: inhibitors of the yeast RAM network, primary screen, dse1pr::URA3 reporter, 5-FOA selection; S. cerevisiae dse1pr::URA3 reporter, 5-FOA growth OD615, 2 d; analog-sensitive cbk1-as2 kinase mutant strain; inhibition, % at 50 µM; actives 1.8% (n = 190,000); AID 868, 2007;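 active means inhibition above a set limit, 3 SD over mean compound inhibition, cut at about 8.4% in these data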;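 further: 0% = DMSO-only wells with no growth and 100% = 10 µM 1-NA-PP1 full growth; inhibition rescues growth on 5-FOA so higher OD means more RAM inhibition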
# S1P3 antagonist: S1P3 receptor antagonists, primary screen, cell-based | Sphingosine 1-phosphate receptor 3 (Homo sapiens), Q99500 | CHO S1P3 NFAT-BLA reporter, FRET fluorescence, antagonist mode | inhibition, % at 4.98 µM | actives 0.27% (n = 170,000) | AID 485, 2006;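 active means inhibition above the plate cutoff, the mean inhibition of test wells on that plate plus 3 SD, cut at about 28% in these data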;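 further: cells challenged with S1P at its EC80 of 0.8 µM; blue over green emission ratio from cleaved BLA substrate after 4 h stimulation; 0% = S1P-stimulated wells and 100% = unstimulated DMSO-only wells; some compounds past the cut are filed as inactive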
# Target sequence (Q99500 whole entry, looked up): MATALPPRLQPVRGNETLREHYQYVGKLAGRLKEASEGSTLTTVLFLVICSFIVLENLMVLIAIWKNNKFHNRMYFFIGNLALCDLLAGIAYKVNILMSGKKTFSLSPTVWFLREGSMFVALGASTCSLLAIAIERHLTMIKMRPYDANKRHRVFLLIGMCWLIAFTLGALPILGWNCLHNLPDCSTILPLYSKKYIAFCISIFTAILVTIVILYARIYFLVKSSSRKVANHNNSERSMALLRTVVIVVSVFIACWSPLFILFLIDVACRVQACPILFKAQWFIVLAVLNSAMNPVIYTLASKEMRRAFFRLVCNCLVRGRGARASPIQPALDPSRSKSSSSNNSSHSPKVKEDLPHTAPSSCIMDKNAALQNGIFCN
# TNAP inh hiacc: human TNAP enzyme inhibitors, primary screen, biochemical, luminescent, high phosphate acceptor level, uHTS. Alkaline phosphatase, tissue-nonspecific isozyme (Homo sapiens), P05186. purified TNAP, CDP-star luminescence, 1 M DEA. inhibition, % at 20 µM. actives 0.03% (n = 200,000). AID 1135, 2008;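 active means over 50% inhibition of tissue-nonspecific alkaline phosphatase at 20 µM in the single-dose screen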;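 further: plate controls were DMSO wells for no effect and EDTA-quenched wells as full inhibition for full effect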
# Target sequence (P05186 whole entry, looked up): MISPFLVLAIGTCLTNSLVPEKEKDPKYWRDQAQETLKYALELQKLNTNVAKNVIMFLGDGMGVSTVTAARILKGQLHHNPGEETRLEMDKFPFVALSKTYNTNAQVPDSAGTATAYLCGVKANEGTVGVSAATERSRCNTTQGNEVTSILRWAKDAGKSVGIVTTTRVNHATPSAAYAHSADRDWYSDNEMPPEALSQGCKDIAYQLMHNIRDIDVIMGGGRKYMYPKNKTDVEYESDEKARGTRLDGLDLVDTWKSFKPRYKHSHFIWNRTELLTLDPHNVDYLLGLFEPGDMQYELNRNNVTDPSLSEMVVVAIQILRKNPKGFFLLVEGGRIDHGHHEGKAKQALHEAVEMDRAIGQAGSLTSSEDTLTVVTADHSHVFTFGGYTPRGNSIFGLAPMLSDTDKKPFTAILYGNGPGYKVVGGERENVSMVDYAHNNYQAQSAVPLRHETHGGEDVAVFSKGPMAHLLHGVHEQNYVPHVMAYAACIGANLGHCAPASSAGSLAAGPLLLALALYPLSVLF
# TNAP inh noacc: human TNAP enzyme inhibitors, primary screen, biochemical, luminescent, no phosphate acceptor, uHTS; purified TNAP, CDP-star luminescence, 30 min; actives 0.26% (n = 200,000); AID 1012, 2008; Alkaline phosphatase, tissue-nonspecific isozyme (Homo sapiens), P05186; inhibition, % at 20 µM;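 active means tissue-nonspecific alkaline phosphatase inhibition above about 50% at 20 µM in the single-dose screen, limit read from the data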;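 further: 0% = DMSO negative control and 100% = EDTA positive control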
# Hsp70 act: Hsp70 transcriptional activators, primary screen, cell-based, HeLa, Hsp70 promoter luciferase, luminescence, 10 µM | activation, % at 10 µM | HeLa Hsp70 promoter luciferase reporter; scaled: vehicle 0, proteasome-inhibitor control 100% | actives 0.04% (n = 200,000) | AID 1203, 2008;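 active means activation above the mean across all tested compounds plus 3 SD, cutoff set per campaign, cut at about 5.5% in these data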;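 further: 100% = MG132 at 30 µM as the positive control and 0% = DMSO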
# An asterisk follows results filed as active; . = not tested or not shown. Random draw from the library, and some 12% of all compounds hit somewhere here.
Compound	DTT redox prof	PMI act satM6P	HMGR II inh	Lmaj promast	PMI act	RAM inhibit	S1P3 antagonist	TNAP inh hiacc	TNAP inh noacc	Hsp70 act
CC1(C(=O)NC2CCCCC2)CCC(=O)N1Cc1cccs1 (stereo unspecified)	-0.2	0.9	1.3	-6.5	1	0.9	-17.4	-1.2	-16.2	-0.2
COc1ccc(N2C(=O)C3CCCN3C2c2cccc(OC)c2OC)cc1 (stereo unspecified)	-2.7	0.9	0.1	-4.4	1	-1.1	-24.5	-2.8	-5.5	-0.2
CC(C)=CC(=O)OCC(=O)Nc1ncc(Cl)c(C)c1Cl	-8.1	0.9	-2.5	-11.6	1	0.0	.	-2.4	-10.8	-0.3
Cc1ccc2c(Cl)cc(Cl)c(OCC(=O)NC3CCS(=O)(=O)C3)c2n1 (stereo unspecified)	0.2	0.8	-3.5	6.5	0.9	-0.2	-10.2	-2.6	-4.1	-0.2
CN(C)/C=C(/C(=O)c1ccc(Cl)cc1)S(C)(=O)=O	-0.1	1.1	4.3	-6.8	1.1	3.8	-13.7	-4.5	-3.0	-0.1
CC(C(=O)Nc1ccc(S(=O)(=O)N2CCCC2)cc1)N1CCN(C(=O)c2ccco2)CC1 (stereo unspecified)	0.2	1	-1.0	-2.8	1	2.5	.	-4.3	-27.7	-0.2
Cc1onc(-c2ccccc2)c1C(=O)NC(=S)NNC(=O)c1cccnc1	-0.2	1.1	-3.6	33.7	1.1	0.9	-6.2	-3.2	-152.8	-0.2
COc1ccc(C2CC(=O)C=C(NNS(=O)(=O)c3ccc(C)cc3)C2)cc1 (stereo unspecified)	0.5	1	-1.8	-5.6	1	1.7	9.2	-2.6	-3.7	-0.3
CCCOC(=O)c1ccc(-c2ccc(C=O)o2)cc1	-0.2	0.9	-1.4	44.3	1	-1.1	-5.3	-8.4	-5.2	-0.1
COC(=O)c1ccccc1NS(=O)(=O)c1ccc(Cl)nc1	0.4	1.1	-5.9	1.5	1.1	2.1	-10.2	-3.2	-32.0	-0.1
CCC(C(=O)NCc1cccnc1)c1ccccc1 (stereo unspecified)	-0.6	1.1	-4.9	-9.0	1.1	2.7	-4.7	-7.3	-5.1	-0.1
O=C(OC(C(=O)NC1CCCC1)c1ccccn1)c1cccs1 (stereo unspecified)	1.0	1	-7.0	10.4	1	0.7	.	3.2	-5.4	-0.2
CCN(CC)CCNC(=O)c1ccccn1	-0.1	1.1	-1.2	-4.1	1	-0.9	-21.2	1.3	-6.3	0.0
COc1cc(C(=O)Nc2ccc(S(=O)(=O)NC(C)C)cc2)cc(OC)c1OC	-0.6	0.9	-2.1	1.7	0.9	1.5	.	-2.4	-7.9	-0.2
S=C(Nc1ccc(Cl)cc1)Nc1ccc2cn[nH]c2c1	-0.3	0.4	-1.8	42.9	0.8	0.7	-0.1	-1.0	-5.1	0.0

# Continued (3 carried over from the part before).
Compound	DTT redox prof	PMI act satM6P	HMGR II inh	Lmaj promast	PMI act	RAM inhibit	S1P3 antagonist	TNAP inh hiacc	TNAP inh noacc	Hsp70 act
CCN(CC)CCNC(=O)c1ccccn1	-0.1	1.1	-1.2	-4.1	1	-0.9	-21.2	1.3	-6.3	0.0
COc1cc(C(=O)Nc2ccc(S(=O)(=O)NC(C)C)cc2)cc(OC)c1OC	-0.6	0.9	-2.1	1.7	0.9	1.5	.	-2.4	-7.9	-0.2
S=C(Nc1ccc(Cl)cc1)Nc1ccc2cn[nH]c2c1	-0.3	0.4	-1.8	42.9	0.8	0.7	-0.1	-1.0	-5.1	0.0
Cc1ccc(OCC(=O)N/N=C\c2ccc(O)cc2)c([N+](=O)[O-])c1	-1.3	0.9	1.4	8.1	1	1.5	-5.4	0.7	-3.2	-0.3
O=C(Nc1ccccc1F)C1CCN(C(=O)Cc2ccccc2)CC1	0.0	0.9	-0.7	-3.0	0.9	-0.7	.	1.7	-1.2	-0.1
COC(=O)[C@@]1(Cc2ccc(OC)cc2)[C@H]2c3cc(C(=O)N4CCCC4)n(Cc4ccc(C)o4)c3C[C@H]2CN1C(=O)c1ccccc1	2.4	0.9	-1.9	53.2*	0.9	6.4	7.2	-4.3	-8.5	0.0
COc1ccc(-c2nc(CN3CCN(c4cc(C)nc(C)c4)CC3)c(C)o2)c2ccccc12	0.1	0.8	-4.2	100.5*	0.9	-0.8	0.5	-4.8	-10.5	-0.2
O=C(c1cccc(NS(=O)(=O)c2cccc([N+](=O)[O-])c2)c1)N1CCOCC1	-0.1	1	-1.7	-4.3	1.1	1.6	-15.1	-3.4	-3.1	0.6
CCOC(=O)c1c(C)[nH]c(C=O)c1Cc1cccc(Cl)c1	-0.2	1	1.1	-0.7	0.8	5.0	-4.4	0.3	-3.6	-0.2
CC(C)(C)NCC(O)Cn1cc(C=O)c2ccccc21 (stereo unspecified)	-0.2	1	0.3	-0.9	1.2	-0.1	8.8	0.9	-1.3	-0.4
COc1ccccc1C(=O)N1CCN(c2ccccn2)CC1	1.9	0.9	-4.5	-5.8	1	0.7	-15.8	-4.4	-11.0	-0.3
CN1CCN(CC(=O)O)CC1	0.0	1.1	-2.4	-0.4	1.1	2.9	.	-2.5	-0.8	-0.1
c1nc(NC2CCCCCC2)c2[nH]cnc2n1	-0.3	0.8	-5.1	29.0	0.8	1.8	-17.2	-3.3	-92.5	-0.3
CCOc1ccccc1NC(=O)CN1C(=O)C(C)SC(C)C1=O (stereo unspecified)	-0.3	1.1	-3.6	-3.1	1	0.6	-18.3	-3.4	-12.0	-0.2
Cn1c(=O)n(C)c2cc(S(=O)(=O)Nc3ccccc3O)ccc21	0.2	0.9	-8.6	5.0	0.9	1.5	.	0.6	-6.1	-0.1
COCCn1c(-c2ccc(Cl)cc2)nc2c(c(=O)c3ccccc3n2C)c1=O	0.1	1	-4.2	6.7	1	2.8	-3.8	-1.0	-6.1	-0.3
COc1cc2oc3ccccc3c2cc1N(CC(=O)N(C)C)S(=O)(=O)c1ccc(C)cc1	-1.5	1	-1.8	66.0*	0.9	3.7	.	-0.7	5.5	0.0
Cn1c(SCc2c(F)cccc2Cl)nnc1-c1cnccn1	-0.5	1	-0.6	-0.9	1	0.5	.	-4.4	-9.9	-0.5

# (further entries)
smiles	DTT redox prof	PMI act satM6P	HMGR II inh	Lmaj promast	PMI act	RAM inhibit	S1P3 antagonist	TNAP inh hiacc	TNAP inh noacc	Hsp70 act
Cc1ccc(N(C(=O)C2COc3ccccc3O2)C(C(=O)NC2CCCCC2)c2cn(C)nc2C)cc1 (stereo unspecified)	-0.1	1	5.0	17.6	0.8	5.7	-6.1	-1.5	-13.6	-0.2
COc1cc(C2C(C(=O)OC(C)C)=C(C)Nc3[nH]c(=O)[nH]c(=O)c32)ccc1O (stereo unspecified)	0.8	0.9	-4.3	4.3	1	0.9	-8.1	-7.1	-9.2	0.2
Cc1ccc2c(C(=O)CSc3ccccc3)c(C)[nH]c2c1	1.2	1	-8.1	-2.1	0.9	4.3	-2.8	-0.9	6.8	-0.1
O=C(c1ccco1)N1CCN(C(=O)C2CCCc3c2[nH]c2ccc(Cl)cc32)CC1 (stereo unspecified)	0.0	1	-2.2	8.4	0.9	0.5	-37.4	3.5	-0.4	0.0
COc1ccc2nc(C)cc(SCC(=O)N3CCCCC3)c2c1	0.0	1	-1.7	2.7	0.9	-0.6	-0.1	-5.0	-8.5	0.1
OCCNCC1(O)C2CC3CC(C2)CC1C3 (stereo unspecified)	-0.3	1	-3.1	4.8	1	3.9	10.1	-2.1	-5.9	0.1
O=C(Cc1cccs1)Nc1ccc(-c2nc3ccccc3[nH]2)cc1	-4.3	1.1	.	3.1	1	3.1	.	-5.9	-13.9	0.2
COCCn1c(=N)c(C(=O)NCc2ccco2)cc2c(=O)n3cc(C)ccc3nc21	0.5	.	16.5*	6.6	.	2.8	-11.0	-7.3	-5.7	-0.4
COc1cc(OC)c(-c2nc3ccccc3s2)cc1OC	-0.4	1	3.6	19.5	0.9	6.0	-11.2	-2.0	-2.3	-0.4
CC(n1cnnn1)C12CC3CC(CC(C3)C1)C2 (stereo unspecified)	2.6	1	-1.7	-4.1	1	0.8	15.7	-6.2	-8.5	-0.1
COc1ccc(CNC(=O)CSc2nnnn2Cc2ccccc2)cc1	0.3	1	3.4	-9.2	1	2.5	-2.1	-8.4	-4.5	-0.1
CCn1cc(Cl)c(C(=O)Nc2nc3ccccc3n2CCN2CCCCC2)n1	-1.7	1	-0.1	3.8	1	0.6	-14.2	-5.3	-8.2	-0.2
CN(/N=C/C=C/c1ccccc1)C1=NS(=O)(=O)c2ccccc21	0.0	1.1	-1.2	-2.9	0.9	2.9	-22.9	-2.9	-12.5	-0.4
COc1ccccc1NC(=O)Cc1c(F)cccc1Cl	0.6	1.1	-1.8	-2.1	1	-0.6	-15.6	2.2	-2.7	-0.3
Cc1ccc(S(=O)(=O)N2Cc3ccccc3CC2C(=O)Nc2ccc3c(c2)OCO3)cc1 (stereo unspecified)	0.1	0.9	-6.3	99.8*	0.9	2.2	.	4.6	0.4	-0.2
CCOC(=O)c1cnc2c(-c3ccccc3OC)c(C)nn2c1C	-0.1	1	-0.1	-4.3	1	4.4	-12.5	-7.9	-11.9	0.5
CN(C)C(=O)Cn1c(SCC(=O)NCc2ccc3c(c2)OCO3)nc2ccccc21	0.1	0.8	-6.3	2.4	0.9	-0.2	.	0.6	-2.7	0.1
